# From PubChem
# Gal4-VP16 FLuc – VP16 counterscreen qHTS for inhibitors of ROR gamma transcriptional activity; Drosophila S2 Gal4-VP16 UAS-luciferase, luminescence, 20 h; Potency, µM (titrated, usually from 53.6 µM), for the others: top-dose activity, negative = inhibition, usual class: inhibitors; 3.5% of 310,000 active;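 note: Gal4-VP16 expression switched on by copper sulfate through the metallothionein promoter; potency is the fitted concentration of half-maximal effect; % is set by controls: 0 for no effect and ±100 for the full control effect; nearly all actives have a fitted effect of over 50% in size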
# RORg inh – qHTS for inhibitors of ROR gamma transcriptional activity; Nuclear receptor ROR-gamma (Mus musculus), P51450; Drosophila S2 Gal4-RORgamma UAS-luciferase reporter, 20 h; Potency, µM (highest dose often 53.6 µM), inactives show at the top dose activity change, negative = inhibition, usual class: inhibitors; 5.4% of 310,000 active; note: potency is the fitted concentration of half-maximal effect; % is set by controls: 0 for no effect and ±100 for the full control effect; nearly all actives have a fitted effect of over 60% in size
# Target sequence (P51450 whole entry, looked up, the tested form may be a part): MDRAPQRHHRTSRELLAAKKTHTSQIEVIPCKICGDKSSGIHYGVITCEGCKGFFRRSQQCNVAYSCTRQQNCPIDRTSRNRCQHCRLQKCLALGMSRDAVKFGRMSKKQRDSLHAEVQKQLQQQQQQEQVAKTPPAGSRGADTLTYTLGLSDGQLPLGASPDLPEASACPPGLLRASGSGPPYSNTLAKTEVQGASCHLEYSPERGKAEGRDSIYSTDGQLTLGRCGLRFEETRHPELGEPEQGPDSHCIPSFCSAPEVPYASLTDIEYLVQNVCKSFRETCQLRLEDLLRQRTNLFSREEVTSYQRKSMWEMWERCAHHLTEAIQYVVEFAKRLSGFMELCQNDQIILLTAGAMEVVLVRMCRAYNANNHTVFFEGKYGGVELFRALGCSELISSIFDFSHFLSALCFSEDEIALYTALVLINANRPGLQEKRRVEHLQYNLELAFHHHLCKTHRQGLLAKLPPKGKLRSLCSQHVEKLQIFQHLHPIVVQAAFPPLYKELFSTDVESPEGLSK
#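 Drosophila S2 cells stably expressing Gal4-DBD/mouse RORγ fusion under metallothionein promoter plus UAS-luciferase; compound 1 h, then 700 uM CuSO4 induction for 20 h at ambient temperature; inhibition read as reduced luminescence.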
# Mito fusion yeast – qHTS Assay for Small Molecule Inhibitors of Mitochondrial Division or Activators of Mitochondrial Fusion; S. cerevisiae fusion-defective mutant growth rescue, CellTiterGlo 48 h; Potency, µM (doses to about 46.1 µM), without a hit: at the highest dose growth rescue (activation), most hits filed as activators; 0.23% of 320,000 active; AID 485298, 2010;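 note: potency is the fitted concentration of half-maximal effect; % of control where 0% means no effect; nearly all actives have a fitted effect of over 45% in size; temperature-sensitive fusion mutants such as fzo1-1 at 37 °C on non-fermentable ethanol glycerol medium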
#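 Luminescent cell viability in 1536-well qHTS format served as the measure of rescued growth in ts fusion-mutant S. cerevisiae cultured on non-fermentable YPEG for 48 hours at 37C.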
# FLuc counter – qHTS profiling assay for firefly luciferase inhibitor/activator using purifed enzyme and Km concentrations of substrates (counterscreen for miR-21 project); 6.9% of 360,000 active; Luciferin 4-monooxygenase (Photinus pyralis), P08659; purified FLuc, Km substrates, luminescence inhibition; Potency, µM (titrated, usually from 57.5 µM), for the others: top-dose activity change, negative = inhibition, usual class: inhibitors;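 note: potency is the fitted concentration of half-maximal effect; plate controls were vehicle for no effect and reference inhibitor for full effect; nearly all actives have a fitted effect of over 55% in size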
# Target sequence (P08659 whole entry, looked up): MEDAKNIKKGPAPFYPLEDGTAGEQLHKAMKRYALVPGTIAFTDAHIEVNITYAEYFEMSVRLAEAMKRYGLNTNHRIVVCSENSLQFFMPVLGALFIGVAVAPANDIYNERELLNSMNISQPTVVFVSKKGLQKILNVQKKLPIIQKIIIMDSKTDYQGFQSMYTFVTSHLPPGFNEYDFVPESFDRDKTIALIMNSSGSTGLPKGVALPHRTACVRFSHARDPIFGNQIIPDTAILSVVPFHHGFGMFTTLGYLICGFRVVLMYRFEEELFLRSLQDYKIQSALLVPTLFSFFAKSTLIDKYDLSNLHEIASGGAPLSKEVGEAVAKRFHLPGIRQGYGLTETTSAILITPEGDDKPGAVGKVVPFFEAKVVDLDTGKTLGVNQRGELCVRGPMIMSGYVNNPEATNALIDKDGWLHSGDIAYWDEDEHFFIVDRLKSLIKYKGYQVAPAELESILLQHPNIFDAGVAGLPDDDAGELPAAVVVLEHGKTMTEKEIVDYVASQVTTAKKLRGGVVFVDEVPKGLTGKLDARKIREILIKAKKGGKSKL
#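 Purified P. pyralis luciferase (10nM final) with 10uM D-luciferin and 10uM ATP (Km levels) in 50mM Tris acetate pH 7.5, 10mM Mg acetate, 0.01% Tween-20, 0.05% BSA; qHTS 6-point titration, ~60 µM downward; luminescence read.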
# NPC1 prom act – qHTS Assay for NPC1 Promoter Activators; AID 485313, 2010; Potency, µM (series often up to 9.22 µM), for inactives: at the highest dose activation, usual class: activators; 2.4% of 320,000 active; Huh7 NPC1 promoter luciferase reporter, 24 h;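 note: potency is the fitted concentration of half-maximal effect; % of control where 0% means no effect; nearly all actives have a fitted effect of over 60% in size; reporter is driven by a mutant NPC1 promoter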
#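 Cells: Huh7 expressing luciferase under the NPC1 promoter, 1500/well. Seeded 2 h, compound added, incubated 24 h at 37 °C. Luciferase reagent, 10 min ambient, then luminescence.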
# PKM2 act – qHTS Assay for Activators of Human Muscle isoform 2 Pyruvate Kinase; Pyruvate kinase PKM (Homo sapiens), P14618; purified PKM2, Kinase-Glo ATP luminescence, activation; response scale: 0% is enzyme alone, no compound; Potency, µM (highest dose often 57.5 µM), without a hit: at the highest dose activation, actives largely listed as activators; 0.34% of 260,000 active; AID 1631, 2009; note: potency is the fitted concentration of half-maximal effect; % is set by controls: 0 for no effect and ±100 for the full control effect; nearly all actives have a fitted effect of over 55% in size
#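 Kinase-Glo luminescence reports ATP generated from ADP (0.1 mM) and PEP (0.5 mM) by purified hPK-M2 after 1 h at room temperature, pH 7.2 imidazole buffer; intermediate enzyme activity allows detecting inhibitors and activators.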
# Rab9 prom act – qHTS Assay for Rab9 Promoter Activators; Huh7 Rab9 promoter-luciferase reporter, luminescence, 24 h; Potency, µM (top dose mostly 9.22 µM), for inactives: top-dose activation, negative = inhibition, most hits filed as activators; 2.8% of 320,000 active; AID 485297, 2010; note: potency is the fitted concentration of half-maximal effect; % of control where 0% means no effect; nearly all actives have a fitted effect of over 60% in size
#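 Promoter activation is measured as luciferase luminescence in Huh7 cells stably transfected with a Rab9 promoter–luciferase construct, following 24 h compound exposure at 37 °C and 10 min reagent incubation at ambient temperature.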
# MBNL1 CUG block – qHTS Assay for Inhibitors of MBNL1-poly(CUG) RNA binding. TR-FRET MBNL1-His/biotin-(CUG)12 binding, 665/545 ratio. Muscleblind-like protein 1 (Homo sapiens), Q9NR56. 0.036% of 280,000 active. Potency, µM (top dose mostly 57.5 µM), without a hit: at the top dose activity change, negative = inhibition, hits mostly inhibitors; active = well fitted inhibition curve with a large enough effect in the signal ratio, with a control signal flat, not every such curve was filed as active; inconclusive = small, poorly fitted or top-dose-only effect, or effect the other way, or a change in a side signal; inactive = no such curve, though single readings can be large or run the other way; the % refers to the signal ratio; note: potency is the fitted concentration of half-maximal effect; % is set by controls: 0 for no effect and ±100 for the full control effect
#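 TR-FRET readout: Ex 340 nm, 665/545 nm emission ratio, normalized to buffer-only (basal) and MBNL1-(CUG)12 controls. Complex of MBNL1-His with Biotin-(CUG)12, compounds 92 nM–58 uM, incubated 60 min at room temperature.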
# ELG1 DNA repair – qHTS screen for small molecules that inhibit ELG1-dependent DNA repair in human embryonic kidney (HEK293T) cells expressing luciferase-tagged ELG1. 2.3% of 330,000 active. AID 504467, 2011. Potency, µM (doses to about 46.1 µM), for inactives: at the highest dose activity change, negative = inhibition, most hits filed as inhibitors. HEK293T ELG1-luciferase reporter, luminescence, 16 h; DNA damage induced by 5-fluorouridine; note: potency is the fitted concentration of half-maximal effect; % is set by controls: 0 for no effect and ±100 for the full control effect; nearly all actives have a fitted effect of over 55% in size
#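 Luminescence from the luciferase reporter, measured 30 min after ONE-Glo reagent at room temperature, was the read-out. Beforehand, 2,000 cells per well were exposed for 16 hr at 37 °C to 5-fluorouridine together with compound or vehicle.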
# KCNH2 3.1 block – qHTS for Inhibitors of KCHN2 3.1: Mutant qHTS | Potassium voltage-gated channel subfamily H member 2, brain isoform KCNH2 3.1 (human) | U2OS KCNH2 3.1, thallium flux FluxOr; hits give low values | activity change, % (tested at about 1.8 µM) | 0.95% of 340,000 active | AID 720553, 2013;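 active = maximum activity change below -70%; inconclusive = maximum activity change from -70% to -50%; inactive = maximum activity change above -50%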;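 note: thallium influx rate constant from kinetic fluorescence after stimulation buffer; % is set by controls: 0 for no effect and ±100 for the full control effect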
#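 Steps: virus added to U2OS suspension (4 h, RT, dark); medium with 10% FBS added, cells plated, 37 C overnight; FluxOr/Red40 loading buffer 45 min RT; stimulation buffer, 2 min kinetic read; rate constant normalized.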
# Menin-MLL TR inh – qHTS Assay for Inhibitors Targeting the Menin-MLL Interaction in MLL Related Leukemias: Competition With Texas Red Labeled MLL-derived Mutant Peptide. 0.23% of 270,000 active. Menin + Texas Red MLL mutant peptide, fluorescence polarization. O00255. Potency, µM (doses to about 61.6 µM), without a hit: top-dose FP activity change, negative = inhibition, usual class: inhibitors; active = well fitted inhibition curve with a large enough effect in the polarisation, with a control signal flat, not every such curve was filed as active; inconclusive = small, poorly fitted or top-dose-only effect, or effect the other way, or a change in a side signal; inactive = no such curve, though single readings can be large or run the other way; the % refers to the polarisation; note: potency is the fitted concentration of half-maximal effect; % of control where 0% means no effect; many of its hits are not listed in these tables
# * hit, by the source's call; ? = inconclusive; . = no result given; [ ] = dose if it differs, or a comment. Unless noted, calls come from the whole dose curve; as a rule, active = well fitted curve in the direction sought with a large enough effect; inconclusive = small, poorly fitted or top-dose-only effect, or another doubt; inactive = no such curve, though single readings can be large; an effect the other way counts as inactive or inconclusive. Only part of the results is shown (hit frequency here may not be typical).
SMILES,Gal4-VP16 FLuc,RORg inh,Mito fusion yeast,FLuc counter,NPC1 prom act,PKM2 act,Rab9 prom act,MBNL1 CUG block,ELG1 DNA repair,KCNH2 3.1 block,Menin-MLL TR inh
O=C(/C=C/c1ccccc1)OCc1cnc(Cl)s1,-16%,-2%,-2%,?,-4%,1%,-2%,3%,7%,3,1%
CCSc1nc2sc3c(c2c(=O)n1CC)CCC3,-3%,64%,-5%,3%,0%,0%,-1%,5%,-9%,15,-2%
CC(C)(C)OC1NS(=O)(=O)OCC1NCOC(Cl)(Cl)Cl (stereo unspecified),22µM*,10µM*,-1%,-6%,-4%,-3%,3%,-8%,-14%,7,3%
COc1cc(CN2CCN(C(=O)c3ccccc3F)CC2)cc(OC)c1OC,3%,-5%,0%,2%,-3%,-9%[11.5 µM],-2%,-14%,?,-2,-13%
O=C1CN(c2ccc(Cl)cc2)C(=O)CN1NC(=S)Nc1ccc(Cl)cc1,-10%,-6%,1%,-1%,-4%,0%,-2%,9%,2%,-1,12%
CCOc1cc(C(=O)NCc2ccc(C)cc2)ccc1OCC(=O)N1CCOCC1,-2%,16%,-6%,-1%,-1%,0%,0%,-2%,-1%,-7,-15%
COc1ccc(C)cc1C(=O)CCC(=O)Nc1ccccc1N1CCOCC1,?,?,-13%,1%,-2%,?,-9%,3%,?,3,-10%
CC(=O)c1nc2ccccc2n1S(=O)(=O)c1ccc(C)cc1,2%,7%,27%,-16%,0%,-12%,5%,-11%,-5%,-8,0%
COc1ccc(C)cc1Nc1cc(C)nc2nc(C)nn12,-12%,-6%,2%,1%,-20%,-11%,-9%,-7%,0%,-3,-10%
CN(C(=O)COC(=O)c1cc(=O)[nH]c2ccccc12)c1c(N)n(Cc2ccccc2)c(=O)[nH]c1=O,.,.,-5%,-2%,0%,.,0%,.,?,-3,.
CC(C)(C)NC(=O)CN(Cc1cccs1)C(=O)CN1C(=O)C(=O)c2ccccc21,9%,-5%,-11%,-4%,-3%,-5%,17%,?,-3%,-1,-8%
COc1ccc(N(CC(=O)Nc2ccccc2C(=O)N2CCCC2)S(=O)(=O)c2ccccc2)cc1,-2%,2%,-3%,0%,-2%,0%,2%,-9%,-11%,-20,.
CCOC(=O)C1CCN(C(=O)c2cc3cc(Br)ccc3oc2=O)CC1,17%,10%,-2%,0%,-4%,1%,-2%,-1%,1%,9,0%
CC1=C(C(=O)OCc2ccccc2)C(/C=C/c2ccccc2)NC(=S)N1 (stereo unspecified),5.6µM*,?,16µM*,-9%,0%,3%,-4%,5%,?,-6,-3%
N#Cc1cc2c(nc1SCC1COc3ccccc3O1)CCC2 (stereo unspecified),-2%,36%,9%,?,?,2%,?,7%,?,-18,-12%

# Entries of single compounds from above. Order of values: Gal4-VP16 FLuc | RORg inh | Mito fusion yeast | FLuc counter | NPC1 prom act | PKM2 act | Rab9 prom act | MBNL1 CUG block | ELG1 DNA repair | KCNH2 3.1 block | Menin-MLL TR inh
# `N#Cc1cc2c(nc1SCC1COc3ccccc3O1)CCC2` (stereo unspecified) reads -2% | 36% | 9% | ? | ? | 2% | ? | 7% | ? | -18 | -12%
# `COc1ccc(C)cc1Nc1cc(C)nc2nc(C)nn12` reads -12% | -6% | 2% | 1% | -20% | -11% | -9% | -7% | 0% | -3 | -10%
# `COc1ccc(N(CC(=O)Nc2ccccc2C(=O)N2CCCC2)S(=O)(=O)c2ccccc2)cc1` reads -2% | 2% | -3% | 0% | -2% | 0% | 2% | -9% | -11% | -20 | .
# `CCOc1cc(C(=O)NCc2ccc(C)cc2)ccc1OCC(=O)N1CCOCC1` reads -2% | 16% | -6% | -1% | -1% | 0% | 0% | -2% | -1% | -7 | -15%

# (more compounds)
SMILES,Gal4-VP16 FLuc,RORg inh,Mito fusion yeast,FLuc counter,NPC1 prom act,PKM2 act,Rab9 prom act,MBNL1 CUG block,ELG1 DNA repair,KCNH2 3.1 block,Menin-MLL TR inh
COc1ccc(CN(C(=S)Nc2ccccc2)C2CC(=O)N(c3ccc(Cl)cc3)C2=O)cc1 (stereo unspecified),-9%,?,12%,1%,-1%,-1%,-1%,-22%,?,0,?
COc1ccc(NC(=O)NC(C)c2ccc3c(c2)OCO3)c(OC)c1 (stereo unspecified),1%,-29%,2%,4%,-5%,1%,-5%,2%,-23%,-1,-4%
COc1cccc(C(=O)C[n+]2cccc3cc(OC)ccc32)c1,.,.,-2%,6%,-5%,.,-5%,.,-6%,11,.
Cc1cc(OC(C)C(=O)NCCCn2ccnc2)c2c(C)cc(=O)oc2c1 (stereo unspecified),2%,-7%,-2%,-1%,-9%,-2%,2%,-1%,27%,-6,-12%
O=C(CN1CCN(C(=O)c2cccc(S(=O)(=O)N3CCCC3)c2)CC1)Nc1ccc(F)cc1,.,.,-3%,0%,-3%,.,-1%,.,-7%,-8,.
CCCCOC(=O)c1ccc(NC(=S)NC(=O)c2ccco2)cc1,?,11µM*,-1%,-2%,-3%,1%,5%,-6%,15%,11,.
CC(=O)N1CCc2cc(Br)cc(S(=O)(=O)N3CCN(c4ccccn4)CC3)c21,-6%,28%,-3%,0%,1%,-1%,-8%,5%,-17%,-15,1%
CC(=O)N1CC(C)Sc2ccc(S(=O)(=O)NC(C)c3ccccc3)cc21 (stereo unspecified),-22%,?,0%,2%,-2%,.,-8%,-6%,?,3,.
CC(=O)Nc1ccc(NC(=O)CSc2ccc([N+](=O)[O-])cn2)cc1,5%,16%,-3%,2%,-3%,14%,0%,?,6%,8,.
COc1cc(-c2nc3cc(C)ccn3c2NC2CCCCC2)ccc1-c1ccc(C(C)=O)cc1,.,.,?,4%,-3%,.,-5%,.,?,-6,.
N#CC(C#N)=C1NC2(CCCCC2)Cc2ccccc21,13%,-11%,2%,3%,0%,3%,-13%,7%,?,3,.
C/C(CC(=O)Nc1c(C)cc(C)cc1C)=N\NC(=O)Cc1ccccc1,11%,0%,-5%,2%,-5%,.,2%,3%,12%,19,.
COc1ccc(Cl)cc1NC(=O)COC(=O)c1ccc(C)o1,.,.,14%,5%,0%,.,0%,.,-4%,-1,.
CC(C)NC(=S)N/N=C/c1ccc(C(C)(C)C)cc1,2.2µM*,0.5µM*,-1%,-3%,6%,-1%,-32%[inhibitor],9%,?,-22,-1%
O=C(O)CSCNC(=O)C12CC3CC(CC(C3)C1)C2,2%,-18%,-1%,0%,1%,-4%,1%,1%,14%,-6,.
O=C(COc1ccccc1)Nc1cccc2c1CCCC2,-1%,35%,4%,-5%,-3%,0%,-9%,1%,2%,-5,.
O=c1oc(-c2ccccc2NS(=O)(=O)c2ccccc2)nc2ccccc12,3%,30%,-1%,-1%,0%,3%,-4%,-7%,8%,24,?
CC(C(=O)NCc1cccs1)N1CCN(S(=O)(=O)c2ccc3c(c2)OCCCO3)CC1 (stereo unspecified),.,.,0%,-2%,-2%,.,-1%,.,0%,2,.
COc1cccc(N2C(=O)C(O)=C(C(C)=O)C2c2ccc(OC)c(OC)c2)c1 (stereo unspecified),0%,8%,-2%,0%,1%,5%,-5%,?,?,7,-9%
COc1cc2c(cc1OC)C(c1cccc(C)c1)CC(=O)N2 (stereo unspecified),-10%,17%,11%,5%,-2%,18%,-2%,-6%,7%,30,-7%
Cc1ccc(-n2nc(C)c(=O)c(-c3ccccc3)c2NC(=O)c2cccs2)cc1,3%,30%,-2%,0%,-5%,3%,1%,0%,6%,10,.
